From PubChem
Efflux pump inh – blocks antifungal efflux pumps in multiplex yeast assay; AID 485275; actives 0.44% (n = 330,000); S. cerevisiae Candida pump triplex, Nile Red efflux; inhibition, % at 10 µM;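 active = plate passing quality check with inhibition over a set limit, or well fluorescence over plate mean plus 4 SD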;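 also: Nile Red retained in pooled yeast measured as flow cytometry median fluorescence; 0% = buffer negative control and 100% = Enniatin B positive control; higher means more Nile Red kept so more efflux inhibition; some compounds called inactive have numbers as strong as hits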
PP1 inh – counter-screen for PP5 inhibitors: inhibitors of human PP1-alpha; P62136; purified PP1alpha, OMFP fluorescence; inhibition, % at 6.7 µM; actives 0.9% (n = 320,000); AID 2235;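 active = inhibition above the mean inhibition of all tested compounds plus 3 SD, computed separately for each screening campaign, cut at about 15% in these data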
PREPL inhibitor – human PREPL enzyme inhibition; recombinant PREPL, fluorescence polarization activity-based probe; actives 0.68% (n = 320,000); inhibition, % at 5.96 µM; Q4J6C6; AID 2751; in the data active = inhibition above about 43%;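 also: 0% = enzyme with DMSO and 100% = wells lacking enzyme; many of its hits are not listed in these tables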
LYPLA2 inh – LYPLA2 (human) inhibition in PME1 counter-screen; AID 2177; inhibition, % at 5.9 µM; recombinant LYPLA2, FP-Rh probe fluorescence polarization; actives 0.38% (n = 320,000); O95372;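 active = inhibition above the screen-wide mean plus 3 SD, limit set per campaign, cut at about 26% in these data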;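 also: 0% = LYPLA2 with DMSO and 100% = wells lacking LYPLA2 enzyme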
Target sequence (O95372 whole entry, looked up): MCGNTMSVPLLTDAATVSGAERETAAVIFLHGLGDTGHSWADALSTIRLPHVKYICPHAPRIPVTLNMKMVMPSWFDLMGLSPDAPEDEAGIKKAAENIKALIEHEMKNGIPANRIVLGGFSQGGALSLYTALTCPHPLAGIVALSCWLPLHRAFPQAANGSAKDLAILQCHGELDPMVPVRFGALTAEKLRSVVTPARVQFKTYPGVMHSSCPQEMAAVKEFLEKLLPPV
HCV core dimer – blocks dimerization of HCV core protein; TR-FRET GST/Flag-core106 dimerization, 1536-well; inhibition, % at 5 µM; AID 1899; actives 0.33% (n = 300,000);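 active = inhibition above the mean of all tested compounds plus 3 SD, set per screening campaign, cut at about 45% in these data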
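System: GST/Flag-tagged HCV core106 proteins. Incubation: compound-protein-antibody incubation 4 h at 22.5 °C. Technique: HTRF with 340 nm excitation, 617/671 nm emission. Medium: KF-containing HEPES buffer, pH 7.45, DTT, CHAPS, BSA. Read-out: inhibition (%) from 671 over 617 nm ratio. Also added: Eu(K)-anti-GST 90 ng/mL plus XL665-anti-Flag 1 µg/mL.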
PP5 inh – blocks human protein phosphatase 5 activity. P53041. AID 1987. actives 0.18% (n = 320,000). inhibition, % at 6.7 µM. purified PP5c, OMFP substrate fluorescence;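 active = inhibition above the campaign's mean inhibition across all tested compounds plus 3 SD, cut at about 9.5% in these data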;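 also: 0% = DMSO only and 100% = 100 µM cantharidin control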
Target sequence (P53041 whole entry, looked up): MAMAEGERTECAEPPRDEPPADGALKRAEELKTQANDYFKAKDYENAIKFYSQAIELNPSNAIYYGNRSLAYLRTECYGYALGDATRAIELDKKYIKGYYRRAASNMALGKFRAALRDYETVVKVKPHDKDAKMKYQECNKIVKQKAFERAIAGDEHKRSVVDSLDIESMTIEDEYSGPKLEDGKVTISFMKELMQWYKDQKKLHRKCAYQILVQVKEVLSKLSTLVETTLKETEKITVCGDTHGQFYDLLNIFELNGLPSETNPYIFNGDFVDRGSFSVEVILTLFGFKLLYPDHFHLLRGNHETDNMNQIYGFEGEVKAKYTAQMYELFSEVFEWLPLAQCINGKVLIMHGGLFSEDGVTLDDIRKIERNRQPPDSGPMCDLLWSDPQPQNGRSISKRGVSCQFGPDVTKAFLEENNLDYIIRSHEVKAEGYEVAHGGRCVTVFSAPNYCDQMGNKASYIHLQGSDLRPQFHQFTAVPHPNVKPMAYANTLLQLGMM
GASC-1 inh – blocks human GASC-1 demethylase activity. Q9H3R0. GST-JMJD2C(1-420) H3K9me3 demethylation, DELFIA europium. inhibition, % at 2.35 µM. actives 0.069% (n = 330,000). AID 2099;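 active = more than half of a compound's replicate wells show inhibition beyond 50%, single wells judged on their own value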;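 also: signal counts dimethyl H3K9 product captured on neutravidin plate; 0% = median of DMSO wells and 100% = 0.3 times that DMSO median; strong numbers were not always called active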
CTSL1 counter – cathepsin L1 inhibition, PFM18AAP counter-screen. recombinant F. hepatica cathepsin L1, Z-Leu-Arg-MCA fluorescence. inhibition, % at 5.96 µM. actives 0.49% (n = 300,000). AID 1906;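 active = inhibition above the mean of all tested compounds plus 3 SD, set per screening campaign, cut at about 17% in these data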;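 also: 0% = plate median of test compound wells and 100% = 1 µM Z-Phe-Ala-diazomethylketone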
TPT1 inhibitor – C. albicans TPT1 enzyme inhibition. recombinant caTPT1, FP RNA substrate dephosphorylation. inhibition, % at 5 µM. actives 0.81% (n = 300,000). AID 1962;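 active = inhibition above the mean of all tested compounds plus 3 SD, set per screening campaign, cut at about 24% in these data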;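 also: plate controls were DMSO alone for no effect and ferristatin control at 100 nM for full effect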
* = called active by the depositor; · = no result given. A portion of the library; the hit share may differ from the screen's.

nr | SMILES | Efflux pump inh | PP1 inh | PREPL inhibitor | LYPLA2 inh | HCV core dimer
1 | CCC(=O)Nc1sc2c(c1C(=O)OC)CCN(Cc1ccccc1)C2 | -0.1 | 1 | 24 | 6 | -4
2 | CC(=O)C1=C(O)C(=O)N(CCC(=O)O)C1c1ccccc1Cl (stereo not given) | -0.1 | -3 | 9 | 4 | -3
3 | Cc1ccc(N(C(=O)CNC(=O)c2ccco2)C(C(=O)NC2CCCC2)c2ccncc2)c(C)c1 (stereo not given) | 0.1 | 1 | -2 | -2 | 5
4 | Cc1ccc2nc(-c3ccc(NC(=O)CCS(=O)(=O)c4ccccc4)cc3)sc2c1 | 0.5* | 5 | 1 | -12 | -13
5 | COc1ccc(Cn2c(=S)[nH]c3ccccc32)cc1 | 0.2 | -5 | 16 | -6 | 1
6 | CCOC(=O)C(NC(C)=O)(Nc1cccc(F)c1)C(F)(F)F (stereo not given) | -0.2 | -2 | 4 | 1 | -7
7 | CCCc1[nH][nH]c(=O)c1C(c1ccccc1)C(C#N)C#N (stereo not given) | 0.0 | 0 | 1 | 5 | -3
8 | CCOC(=O)C1CCCN(C(=O)c2cc3cc(F)ccc3[nH]2)C1 (stereo not given) | 0.0 | 2 | 30 | -3 | 0
9 | CCOC(=O)N1CCN(C(=O)COc2ccc(S(=O)(=O)NCc3ccccc3)cc2)CC1 | 0.1 | 0 | 0 | -7 | -3
10 | Cc1ccc(-c2nnn(CC(=O)N3CCCCC3)n2)o1 | -0.1 | -5 | 14 | -8 | -3
11 | CN(CC1COc2ccccc2O1)C(=O)CSc1ncnc2sccc12 (stereo not given) | 0.1 | 0 | -28 | -2 | ·
12 | COc1ccccc1C(=O)NCCC(=O)NCC(c1ccco1)N1CCCCC1 (stereo not given) | 0.0 | -3 | 1 | 0 | -2
13 | CCSc1nc2sccc2c(=O)n1-c1ccccc1 | -0.1 | -4 | -4 | -5 | 16
14 | O=C(CSc1nc2ccccc2c(=O)n1Cc1ccccc1)NCc1ccco1 | 0.3 | 1 | 1 | 4 | 0
15 | CCCn1nc(NC(=O)c2cccs2)c2cc3ccc(C)cc3nc21 | 0.1 | 3 | 0 | -9 | -6

nr | PP5 inh | GASC-1 inh | CTSL1 counter | TPT1 inhibitor
1 | -0.3 | 7 | 0 | -5
2 | -1.1 | 2 | 4 | 0
3 | 0.1 | 7 | 0 | 2
4 | 0.2 | 0 | 16 | 1
5 | -1.1 | 7 | 2 | 2
6 | -1.0 | -3 | 1 | 2
7 | 1.7 | -11 | -1 | -1
8 | 0.7 | -10 | 1 | 1
9 | 1.5 | -2 | 2 | 0
10 | -1.0 | 2 | 4 | -4
11 | 3.1 | 9 | · | ·
12 | -1.9 | -23 | 7 | 2
13 | 2.8 | 5 | 1 | 4
14 | 0.1 | 40 | 3 | -3
15 | 2.7 | 17 | 3 | -1

Other records.
nr | SMILES | Efflux pump inh | PP1 inh | PREPL inhibitor | LYPLA2 inh | HCV core dimer
16 | Cc1ccc(COC(=O)c2cc(S(=O)(=O)N3CCOCC3)ccc2C)cc1 | -0.1 | -4 | 15 | -2 | ·
17 | CCn1c(=O)c(C(=O)Nc2ccsc2C(=O)OC)c(O)c2ccccc21 | 1.6 | -2 | -5 | -6 | -35
18 | COC(=O)c1ccccc1NC(=O)c1ccc2nccnc2c1 | 0.2 | 5 | 5 | -10 | 51*
19 | CCN1CCN(C(=O)CN(c2ccccc2C)S(C)(=O)=O)CC1 | 0.0 | -1 | -3 | 0 | 2
20 | Cc1ccc(S(=O)(=O)N2CCC(C(=O)N[C@@H](C)C(=O)NC3CCS(=O)(=O)C3)CC2)cc1 (stereo not given in full) | 0.0 | 0 | 1 | 3 | -6
21 | Cc1c(Cl)cccc1NC(=O)CS(=O)(=O)c1ccccc1 | 0.0 | -1 | 6 | 2 | -9
22 | COCCNC(=S)NNC(=O)c1ccco1 | 0.1 | -3 | -3 | 3 | 1
23 | CC(C)(C)C(Cn1ccnc1)NC(=O)c1ccc2nc(C3CC3)oc2c1 (stereo not given) | -1.8 | -1 | -4 | 2 | 0
24 | Cc1ccc(CSCCNS(C)(=O)=O)cc1 | -0.1 | -1 | -1 | -7 | 0
25 | CCc1ccccc1NNC(=O)c1cc(C)on1 | 0.4 | -6 | 2 | 5 | -5
26 | COc1ccc(CC(=O)Nc2c3c(nn2-c2cccc(Cl)c2)CS(=O)C3)cc1 (stereo not given) | -0.1 | -4 | 7 | -8 | -4
27 | Cc1cccc2cc(CN(C(=O)c3cccc([N+](=O)[O-])c3)C(C)C)c(=O)[nH]c12 | 0.0 | -2 | -14 | 2 | 2
28 | Cc1ccc(S(=O)(=O)N2CCOCC2)cc1NC(=O)CSc1nnnn1C | 0.0 | -1 | -6 | 5 | 1
29 | O=C(CN(CC1CCCO1)C(=O)CCC(=O)Nc1ccccn1)NCc1ccccc1 (stereo not given) | -0.1 | -5 | 1 | 2 | -1
30 | COc1ccc(NC(=O)c2sc(NC(=O)COc3ccccc3)nc2C)cc1 | -0.1 | -4 | 13 | 4 | -8

nr | PP5 inh | GASC-1 inh | CTSL1 counter | TPT1 inhibitor
16 | 2.3 | 4 | · | ·
17 | -2.4 | 1 | -5 | -1
18 | 1.5 | -4 | 5 | 4
19 | -2.7 | 2 | 1 | -3
20 | 0.8 | 1 | -1 | -2
21 | 1.7 | -2 | 6 | 0
22 | -2.6 | 4 | 2 | 1
23 | 0.1 | 8 | 0 | 0
24 | -2.3 | -2 | 2 | 7
25 | 4.3 | 14 | -2 | -2
26 | -0.3 | -2 | 1 | -3
27 | -1.0 | -8 | -2 | 1
28 | 0.6 | -32 | 2 | 1
29 | -2.1 | -16 | -2 | 1
30 | 0.0 | -19 | 0 | 0

Carrying on.
nr | SMILES | Efflux pump inh | PP1 inh | PREPL inhibitor | LYPLA2 inh | HCV core dimer
31 | COC(CNC(=O)CNC(=S)N(Cc1ccccc1)Cc1cccnc1)OC | 0.0 | 5 | 15 | 5 | -2
32 | O=C(NC(=S)NNC(=O)c1ccco1)c1ccc(F)cc1 | -0.1 | -4 | -2 | 11 | 9
33 | Cc1ccc(OC(C)C(=O)N2CC(=O)Nc3ccccc32)c(C)c1 (stereo not given) | -0.1 | 0 | -7 | 6 | 2
34 | Cc1cc(C)c(N(C(=O)c2csnn2)C(C(=O)NC(C)(C)C)c2ccncc2)c(C)c1 (stereo not given) | 0.1 | -1 | 1 | -4 | -3
35 | CN1Cc2cc(C(=O)c3cc(Cl)cc(CSc4ncccn4)c3O)cnc2NC1=O | 0.3 | 6 | 4 | 1 | 39
36 | O=C(N/N=C/c1ccc(O)c(O)c1)c1ccc(CSc2cccc3cccnc23)cc1 | 0.0 | 4 | 26 | 8 | 4
37 | CN(CC(=O)Nc1ccccc1F)Cc1cccs1 | -0.1 | -3 | -15 | 0 | -2
38 | O=C(O)C1CCCN1C(=O)Oc1ccccc1 (stereo not given) | 0.0 | -2 | -14 | 4 | 1
39 | COc1cccc(/C=N/n2c(-c3cc(C)[nH]n3)n[nH]c2=S)c1 | 0.1 | -3 | -3 | -3 | 4
40 | CCC(=O)N1CCN(c2ccccc2NC(=O)c2cccc(C)c2)CC1 | 0.0 | -3 | 17 | -1 | 2
41 | CN(C(=O)CSc1nc2cc(C(=O)O)ccc2c(=O)n1Cc1ccccc1)C1CCS(=O)(=O)C1 (stereo not given) | 0.0 | 1 | -1 | 3 | 2
42 | COc1cccc(CCC(=O)O)c1OC | -0.1 | 2 | 9 | 11 | -2
43 | Cn1c(C(=O)NCc2ccccn2)cc2c(=O)n(C)c3ccccc3c21 | 0.3 | -16 | -10 | -3 | 0
44 | COc1ccc(NC(=S)N(CCN2CCOCC2)Cc2cc3cc4c(cc3[nH]c2=O)OCO4)cc1 | 0.2 | 0 | 3 | 1 | 3
45 | O=C(N/N=C/c1ccc(Br)s1)c1cccs1 | -0.1 | -3 | -2 | 2 | -3
46 | COC(=O)c1ccccc1CON1C(=O)C(C)(C)N(OCc2ccccc2C(=O)OC)C(=O)C1(C)C | 0.1 | 0 | -2 | -2 | -1
47 | CCOC(=O)c1cnn(-c2ccccc2)c1NC(=O)c1ccc(C)cc1 | 0.0 | 1 | 0 | 1 | -1

nr | PP5 inh | GASC-1 inh | CTSL1 counter | TPT1 inhibitor
31 | -1.1 | 14 | 0 | 1
32 | -1.3 | 39 | 0 | 1
33 | -0.3 | -4 | 4 | 1
34 | -2.1 | -17 | 3 | 1
35 | 4.3 | 1 | -1 | 10
36 | 5.3 | -16 | 0 | 0
37 | 2.7 | 3 | 0 | -1
38 | -0.6 | 4 | -1 | 2
39 | -1.2 | 9 | -4 | -3
40 | 0.4 | 8 | 1 | -3
41 | -0.5 | -10 | 2 | 2
42 | 2.6 | -18 | 19* | -5
43 | 2.9 | -7 | -9 | -4
44 | -2.8 | -1 | 1 | -3
45 | -1.8 | 0 | 3 | 5
46 | 1.2 | -3 | -2 | -3
47 | -0.6 | 12 | -1 | 0

Compounds from the list above containing two or more sulfur atoms (8):
nr | SMILES | Efflux pump inh | PP1 inh | PREPL inhibitor | LYPLA2 inh | HCV core dimer
4 | Cc1ccc2nc(-c3ccc(NC(=O)CCS(=O)(=O)c4ccccc4)cc3)sc2c1 | 0.5* | 5 | 1 | -12 | -13
11 | CN(CC1COc2ccccc2O1)C(=O)CSc1ncnc2sccc12 (stereo not given) | 0.1 | 0 | -28 | -2 | ·
13 | CCSc1nc2sccc2c(=O)n1-c1ccccc1 | -0.1 | -4 | -4 | -5 | 16
20 | Cc1ccc(S(=O)(=O)N2CCC(C(=O)N[C@@H](C)C(=O)NC3CCS(=O)(=O)C3)CC2)cc1 (stereo not given in full) | 0.0 | 0 | 1 | 3 | -6
24 | Cc1ccc(CSCCNS(C)(=O)=O)cc1 | -0.1 | -1 | -1 | -7 | 0
28 | Cc1ccc(S(=O)(=O)N2CCOCC2)cc1NC(=O)CSc1nnnn1C | 0.0 | -1 | -6 | 5 | 1
41 | CN(C(=O)CSc1nc2cc(C(=O)O)ccc2c(=O)n1Cc1ccccc1)C1CCS(=O)(=O)C1 (stereo not given) | 0.0 | 1 | -1 | 3 | 2
45 | O=C(N/N=C/c1ccc(Br)s1)c1cccs1 | -0.1 | -3 | -2 | 2 | -3

nr | PP5 inh | GASC-1 inh | CTSL1 counter | TPT1 inhibitor
4 | 0.2 | 0 | 16 | 1
11 | 3.1 | 9 | · | ·
13 | 2.8 | 5 | 1 | 4
20 | 0.8 | 1 | -1 | -2
24 | -2.3 | -2 | 2 | 7
28 | 0.6 | -32 | 2 | 1
41 | -0.5 | -10 | 2 | 2
45 | -1.8 | 0 | 3 | 5
